High-throughput results: PubChem BioAssay, Southern Research Specialized Biocontainment Screening Center
influenza NS1A: H1N1 influenza NS1A inhibitors, functional cell based assay (AID 504329) | 0.3% of 340,000 active | one-dose inhibition, % at 12.5 µM; IC50 in µM for titrated hits | NS1A functional cell-based assay, percent inhibition; higher % means a stronger effect; in the data active means a potency from the dose series; inconclusive means inhibition above about 27% without an active follow-up result; further: strong numbers were not always called active
M. tuberculosis HTS: M. tuberculosis growth inhibition, HTS (AID 449762); M. tuberculosis H37Rv growth inhibition, 7H9 media; higher % means a stronger effect; one-dose inhibition, % at 25 µM; IC50 in µM for titrated hits; 0.59% of 330,000 active; in the data active means a potency from the dose series; inconclusive means inhibition above about 70% without an active follow-up result;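 further: bacterial growth assessed after seven days of incubation; strong numbers were not always called active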
PhoP GFP inhibition: PhoP regulon inhibitors, Salmonella typhi PhoP promoter GFP reporter, confirmatory (AID 1850); Salmonella Typhi PhoP-promoter GFP reporter, fluorescence, 4 h; higher % means a stronger effect; one-dose inhibition, % at 50 µM; IC50 in µM for titrated hits; 0.33% of 310,000 active; in the data active means a potency from the dose series; inconclusive means inhibition mostly from about 25% at the one dose, without a potency; inactive means the rest, 99 in 100 with inhibition below about 19%;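 further: 0% = induced wells with vehicle and 100% = uninduced wells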
tuberculosis growth: growth inhibition of non-replicating M. tuberculosis (AID 488890) | Mycobacterium tuberculosis non-replicating, growth inhibition; higher % means a stronger effect | inhibition, % at 25 µM, or IC50 in µM where a hit was titrated | 0.39% of 320,000 active; in the data active means a potency from the dose series; inconclusive means inhibition mostly from about 82% at the one dose, without a potency; inactive means the rest, 99 in 100 with inhibition below about 76%;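 further: plate controls were DMSO cells for no effect and high antibiotic wells for full effect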
VEEV TC-83 Vero: inhibitors of VEEV TC-83 cytopathic effect, confirmation, Vero cells (AID 588727); 0.13% of 350,000 active; inhibition, % at 20 µM, or IC50 in µM where a hit was titrated; Vero cells, VEEV TC-83 cytopathic effect inhibition; higher % means a stronger effect; in the data active means a potency from the dose series; inconclusive means inhibition mostly from about 14% at the one dose, without a potency; inactive means the rest, 99 in 100 with inhibition below about 12%; further: strong numbers were not always called active
Numbers without * were called inactive; i = inactive; ? = inconclusive; / = not tested or not shown; & = joins results of further samples.

nr	Structure	influenza NS1A	M. tuberculosis HTS	PhoP GFP inhibition	tuberculosis growth	VEEV TC-83 Vero
1	COc1ccc(Nc2cc(=O)n(-c3ccccc3)c3c2c(=O)n(C)c(=O)n3C)cc1	/	1%	2%	-1%	1.2%
2	O=C(Nc1ccc(Br)c(Cl)c1)c1ccco1	8%	62%	6%	70%	i
3	CCOc1ccc(-c2nnc(NC(=O)Cc3ccc(OC)cc3)o2)cc1	-7%	?	8%	56%	i
4	O=C(N/N=C/c1cccc([N+](=O)[O-])c1)c1cnccn1	0%	0%	4%	37%	i
5	O=C(Cn1c2ccccc2c(=O)c2ccccc21)N/N=C/c1cc([N+](=O)[O-])ccc1N1CCCCCC1	0%	5%	3%	5%	i
6	O=c1c2ccccc2n(Cc2ccc(Cl)cc2)c(=O)n1Cc1ccco1	-1%	0%	-8%	-6%	0.5%
7	CCOC(=O)c1c(C)[nH]c(C)c1S(=O)(=O)NC(CC)CN1CCOCC1 (centres undefined)	6%	-8%	-4%	12%	0.6%
8	Cc1cc(C)nc(NS(=O)(=O)c2ccc(NC(=S)NC(=O)c3ccco3)cc2)n1	-1%	8%	4%	59%	0.9%
9	Cc1ccc(/C(O)=C2\C(=O)C(=O)N(CCN(C)C)C2c2ccccc2F)cc1 (centres undefined)	-2%	2%	2%	6%	0.3%
10	CCc1c(O)nc(SCC(=O)N(CC)CC)[nH]c1=O	-1%	-5%	2%	-1%	1.3%
11	Cc1cc(OC(=O)c2cccc([N+](=O)[O-])c2)c(C)cc1CN1CCOCC1	17%	?	-5%	?	0.6%
12	O=C(Nc1ccc(N2CCN(C(=O)c3ccco3)CC2)c(Cl)c1)c1cccs1	-4%	7%	-4%	9.6µM*	6.4%

Brought forward from above: five entries, followed by the next part.
nr	Structure	influenza NS1A	M. tuberculosis HTS	PhoP GFP inhibition	tuberculosis growth	VEEV TC-83 Vero
8	Cc1cc(C)nc(NS(=O)(=O)c2ccc(NC(=S)NC(=O)c3ccco3)cc2)n1	-1%	8%	4%	59%	0.9%
9	Cc1ccc(/C(O)=C2\C(=O)C(=O)N(CCN(C)C)C2c2ccccc2F)cc1 (centres undefined)	-2%	2%	2%	6%	0.3%
10	CCc1c(O)nc(SCC(=O)N(CC)CC)[nH]c1=O	-1%	-5%	2%	-1%	1.3%
11	Cc1cc(OC(=O)c2cccc([N+](=O)[O-])c2)c(C)cc1CN1CCOCC1	17%	?	-5%	?	0.6%
12	O=C(Nc1ccc(N2CCN(C(=O)c3ccco3)CC2)c(Cl)c1)c1cccs1	-4%	7%	-4%	9.6µM*	6.4%
13	O=C(Cc1ccccc1)Nc1ccc(C(=O)NCc2ccccc2)cc1	-2%	-3%	-5%	6%	i
14	CS(=O)(=O)N1CCC(Oc2ccccc2C(=O)N2CCN(CC3CC3)CC2)CC1	-6%	-3%	-6%	10%	0.9%
15	COc1ccc(CNC(=O)CCC2N=C3c4ccccc4N=C(SCC(=O)NCC4CCCO4)N3C2=O)cc1 (centres undefined)	0%	40%	-1%	-17%	1.4%
16	NS(=O)(=O)c1ccc(CCNC(=O)COC(=O)COc2cccc(C(F)(F)F)c2)cc1	-3%	-9%	/	8%	2.4%
17	CCC(O)(CC)C(=O)N(Nc1ccc(C)cc1)c1ccc(C)cc1	2%	9%	-13%	10%	1.8%
18	Cc1cc(NC(=O)CCN2CC(C)OC(C)C2)ccc1Br (centres undefined)	5%	-4%	3%	1%	i
19	CCC1CCCCN1C(=S)Nc1ccc(C(C)=O)cc1 (centres undefined)	-4%	-5%	-1%	21%	i
20	CCOC(=O)CSCCOc1ccc(C=C2C(=O)NC(=O)NC2=O)cc1OC	/	47%	-9%	41%	1.9%
21	CCN(CC)S(=O)(=O)c1ccc(Cl)c(NC(=O)COc2ccc(OC)cc2[N+](=O)[O-])c1	-7%	1%	-5%	-12%	1.6%
22	CCN(CC)c1nc(C)c2c(c1C#N)CC(C)(C)OC2	-4%	7%	3%	-3%	1.1%
23	Cc1ccc(S(=O)(=O)N2CCCCC2)cc1NC(=O)c1ccccn1	1%	0%	-18%	-6%	0.8%
24	O=C(c1cccc(NS(=O)(=O)c2cccc(F)c2)c1)N1CCN(c2ccccc2)CC1	0%	-9%	-13%	-8%	1.9%
25	O=C(CSc1nnc2sc3ccccc3n12)N1CCN(c2ccccc2)CC1	19%	-7%	0%	2%	4.8%
26	CCOCCCNC(=O)C(c1ccccc1)N(Cc1cccs1)C(=O)CNC(=O)c1ccccc1 (centres undefined)	0%	-1%	0%	-2%	6.9%
27	O=C(NC(Cc1c[nH]c2ccccc12)C(=O)O)c1cccs1 (centres undefined)	-14%	8%	-18%	4%	0.4%
28	O=C(O)CSC(NC(=O)c1cccnc1)(C(F)(F)F)C(F)(F)F	2%	1%	13%	-10%	4.9%
29	COc1ccccc1OCc1ccc(C(=O)N/N=C/c2ccco2)cc1	-4%	-4%	1%	-16%	0.4%
30	COc1ccc(NC(=O)CSc2nnc(Cc3cccs3)n2C)cc1	-1%	1%	-5%	-7%	1.0%
31	CC(=NCCN1CCCCC1)c1c(O)n(-c2ccccc2)c(=O)[nH]c1=O	-1%	8%	-4%	7%	2.1%
32	Cc1[nH]c2ccc(C(=O)NCCCN3CCN(C)CC3)cc2c1C	-1%	1%	-13%	-4%	i
33	CCCNC(=O)OC[C@H]1O[C@H](CCO/N=C/[C@@H](OC)[C@H](C)/C=C/CC(=O)OC)C=C[C@@H]1Oc1ccc(OC)cc1	/	-2%	1%	-2%	/
34	Cc1ccc(OCC(=O)NC(=S)Nc2cccc(NC(=O)c3ccc(Cl)cc3Cl)c2)cc1	15%	54%	6%	-7%	i
35	CCOc1cc(CNCc2ccncc2)cc(Br)c1OCc1ccccc1F	-11%	?	-4%	71%	2.7%
36	COc1ccc(-c2cccc(C(=O)N3CCOCC3)c2)cc1	-9%	-8%	-4%	77%	0.7%
37	O=C(NCC1CCCO1)C1CC(=O)N(c2ccc(Cl)cc2)C1 (centres undefined)	11%	-1%	2%	-4%	i
38	Cc1cc(C)n(C(=O)CNc2cccc(Cl)c2C)n1	0%	0%	-5%	22%	0.8%
39	Cc1cc(C)c(S(=O)(=O)N2CCN(C(=O)CCn3nc(C)c(C)c3C)CC2)c(C)c1	-5%	4%	-5%	21%	0.4%
40	O=C(c1cc(-c2ccc(O)cc2)on1)N1CCN(c2ccccc2)CC1	7%	6%	-11%	40%	11%
41	COCCn1c(-c2ccccc2)nc2c(c(=O)c3ccccc3n2C)c1=O	/	-7%	-15%	7%	/
42	O=C(Cn1cc(S(=O)(=O)N2CCCC2)c(S(=O)(=O)N2CCCC2)c1)NCc1ccco1	-1%	6%	-2%	14%	0.7%
43	O=C(O/N=C1/CCSc2ccccc21)c1ccc(F)cc1	1%	?	-9%	73%	1.4%
44	COc1ccc(C)c(Cn2c(-c3nonc3N)nc3ccccc32)c1	4%	-6%	-7%	10%	2.2%
45	O=C(C1=C[C@H](c2ccccc2)C[C@H](OCCCCO)O1)N1CCN(Cc2ccccc2)CC1	-3%	0%	-10%	9%	0.2%
46	Cc1ccc(S(=O)(=O)N2CCCN(C(=O)c3ccc(-n4nccc4C)cc3)CC2)cc1	-1%	/	/	/	8.1%
47	O=C(CN(C(=O)CNC(=O)c1ccco1)c1ccc(F)cc1)NC1CCCCC1	-2%	-10%	-10%	-2%	0.2%
48	C=CCSC1=N/C(=C\c2cc(OC)c3c(c2)OCO3)C(=O)S1	-8%	4%	-48%	?	5.5%
49	CCCS(=O)(=O)c1c(S(=O)(=O)CCC)c2ccc(C(N)=O)cn2c1C(=O)c1ccc(OC)cc1	-3%	-3%	-17%	20%	1.3%
50	O=C(CCSc1nnc(-c2ccncc2)o1)Nc1ccc(Cl)cc1	9%	?	3%	i	5.0%
51	CN(C)CCNC(=O)c1ccc(COc2ccc(Cl)cc2Cl)cc1	-7%	-7%	125µM*	10%	i
52	COc1ccc(-c2nc(=S)c3c(n2Cc2cccnc2)CC(C)(C)OC3)cc1	-18%	-1%	16%	0%	0.5%
53	N#Cc1ccc(-c2ccccc2)nc1SCC(=O)c1cccc(Cl)c1	-5%	0%	1%	-4%	9.9%
54	O=C(O)C(c1ccccc1)C(O)c1ccc2c(c1)OCO2 (centres undefined)	-21%	/	/	/	2.4%
55	CN1CCN(C(=S)c2ccc([N+](=O)[O-])cc2)CC1	-4%	-6%	4%	2%	1.2%
56	CC1(c2ccc3c(c2)OCO3)NC(=O)N(CC(=O)NCCC2=CCCCC2)C1=O (centres undefined)	-7%	6%	7%	-8%	2.2%
57	O=C(NN=Cc1ccc2c(c1)OCO2)c1ccncc1	2%	/	/	/	0.6%
58	CCn1cc(C(=O)O)c(=O)c2cc(OC)ccc21	-1%	4%	21%	3%	4.3%
59	O=c1cc(-c2ccccc2Cl)oc2c(Br)ccc(O)c12	-1%	5%	-15%	/	0.2%
60	CCN(CC)c1ccc(N)cc1S(=O)(=O)Nc1ccc(OC)cc1	-7%	2%	5%	27%	0.3%
61	CCOc1ccccc1C(=O)Nc1ccc(S(=O)(=O)N2CCN(C)CC2)cc1	-5%	10%	-1%	12%	0.1%
62	COc1cccc(NC(=O)c2ccc(CN3CCN(c4ccccc4)CC3)cc2)c1	10%	-15%	-8%	31%	?
63	CCCNC(=O)c1ccc2c(=O)c(O)c(-c3cccc(Br)c3)[nH]c2c1	-18%	-3%	-3%	3%	8.1%
64	CCN(CCCNC(=O)C1CCC(=O)N1Cc1ccc(F)cc1)c1cccc(C)c1 (centres undefined)	3%	-6%	10%	5%	2.0%
65	CCOC(=O)c1ccc(NC(=S)NCCc2ccc(OC)c(OC)c2)cc1	-16%	47%	9%	?	2.4%
66	Cc1ccccc1/C=N/n1c(C2CCCCC2)n[nH]c1=S	-1%	8%	-5%	-8%	3.7%
67	CC(=O)Nc1nnc(CSCc2ccccc2F)s1	-5%	10%	-15%	11%	3.2%
68	c1ccc2[nH]c(CSc3nc4ccccc4o3)nc2c1	44%	-1%	-3%	58%	i
69	COc1ccccc1N1CC(C(=O)OCC(=O)Nc2cc(C)on2)CC1=O (centres undefined)	-3%	/	/	/	5.2%
70	COc1ccccc1-c1nn2c(-c3ccco3)nnc2s1	4%	0%	2%	25%	5.0%
71	COCCOC(=O)C1=C(C)NC(=O)NC1c1ccc(-c2cc(Cl)ccc2Cl)o1 (centres undefined)	/	-2%	-16%	67%	1.6%
72	O=C(CN(Cc1ccccc1Cl)C(=O)c1csnn1)NCCc1ccccc1	7%	5%	4%	2%	i

Continued:
nr	Structure	influenza NS1A	M. tuberculosis HTS	PhoP GFP inhibition	tuberculosis growth	VEEV TC-83 Vero
73	COc1ccccc1-c1nc(SCC(=O)NCC2CCCO2)c2c(=O)n(C)c(=O)n(C)c2n1 (centres undefined)	/	-4%	14%	-6%	/
74	Cc1c(CNCc2cccs2)c(C(=O)O)c(C)n1Cc1ccccc1	-16%	-2%	0%	25%	0.9%
75	Nc1ccc2c(c1)COC2=O	-3%	-8%	3%	-9%	0.6%
76	Cc1cccc(C)c1NC(=O)NN(C(=O)c1ccccc1)C(C)(C)C	6%	-15%	-1%	-6%	0.0%
77	CSCCC(NC(=O)c1ccccc1Br)C(=O)NNC(=O)c1csc(N2CCOCC2)n1 (centres undefined)	3%	-1%	-5%	-31%	4.2%
78	C=CCNC(=O)/C(C#N)=C/c1cn(-c2ccccc2)nc1-c1cccs1	23%	12%	-5%&-8%	-14%	0.8%
79	Clc1ccc(C2=CC(c3ccco3)n3ncnc3N2)cc1 (centres undefined)	-2%	-4%	-8%	15%	11%
80	C=CCOc1c(Br)cc(/C=N/Nc2ccc(C(=O)O)cc2)cc1OCC	9%	?	-2%	20%	3.3%
81	CC(C)(C)NC(=O)C(c1ccco1)N(Cc1ccc(F)cc1)C(=O)c1snc(C(N)=O)c1N (centres undefined)	4%	-5%	-4%	12%	1.3%
82	Cc1ccc(OCC(=O)Nc2c[nH]c(=O)[nH]c2=O)cc1C	-6%	-6%	1%	-29%	i
83	COc1cc(Cl)c(C)cc1NC(=O)c1ccccc1NC(=O)CN1CCOCC1	6%	7%	-24%	9%	4.7%
84	O=C(O)C1Cc2ccccc2CN1S(=O)(=O)/C=C/c1ccccc1 (centres undefined)	-7%	-3%	-6%	0%	1.0%
85	C/C(CC(=O)Nc1ccc(N(C)C)cc1)=N\NC(=O)c1ccncc1	14%	?	1%	0.3µM*	0.4%
86	Cn1c(SCc2ccccc2F)nc2ccccc2c1=O	7%	-8%	1%	16%	6.7%
